High-throughput results (PubChem)
Rin1 Abl inh: human Rin1-Abl interaction inhibition; P00519+Q13671; TR-FRET Rin1/Abl binding, biochemical; inhibition, % at 7.35 µM; actives 0.4% (n = 360,000); AID 588664; in the data active = inhibition above about 5%, passing the limit was not always enough
Target sequence (P00519 whole entry, looked up): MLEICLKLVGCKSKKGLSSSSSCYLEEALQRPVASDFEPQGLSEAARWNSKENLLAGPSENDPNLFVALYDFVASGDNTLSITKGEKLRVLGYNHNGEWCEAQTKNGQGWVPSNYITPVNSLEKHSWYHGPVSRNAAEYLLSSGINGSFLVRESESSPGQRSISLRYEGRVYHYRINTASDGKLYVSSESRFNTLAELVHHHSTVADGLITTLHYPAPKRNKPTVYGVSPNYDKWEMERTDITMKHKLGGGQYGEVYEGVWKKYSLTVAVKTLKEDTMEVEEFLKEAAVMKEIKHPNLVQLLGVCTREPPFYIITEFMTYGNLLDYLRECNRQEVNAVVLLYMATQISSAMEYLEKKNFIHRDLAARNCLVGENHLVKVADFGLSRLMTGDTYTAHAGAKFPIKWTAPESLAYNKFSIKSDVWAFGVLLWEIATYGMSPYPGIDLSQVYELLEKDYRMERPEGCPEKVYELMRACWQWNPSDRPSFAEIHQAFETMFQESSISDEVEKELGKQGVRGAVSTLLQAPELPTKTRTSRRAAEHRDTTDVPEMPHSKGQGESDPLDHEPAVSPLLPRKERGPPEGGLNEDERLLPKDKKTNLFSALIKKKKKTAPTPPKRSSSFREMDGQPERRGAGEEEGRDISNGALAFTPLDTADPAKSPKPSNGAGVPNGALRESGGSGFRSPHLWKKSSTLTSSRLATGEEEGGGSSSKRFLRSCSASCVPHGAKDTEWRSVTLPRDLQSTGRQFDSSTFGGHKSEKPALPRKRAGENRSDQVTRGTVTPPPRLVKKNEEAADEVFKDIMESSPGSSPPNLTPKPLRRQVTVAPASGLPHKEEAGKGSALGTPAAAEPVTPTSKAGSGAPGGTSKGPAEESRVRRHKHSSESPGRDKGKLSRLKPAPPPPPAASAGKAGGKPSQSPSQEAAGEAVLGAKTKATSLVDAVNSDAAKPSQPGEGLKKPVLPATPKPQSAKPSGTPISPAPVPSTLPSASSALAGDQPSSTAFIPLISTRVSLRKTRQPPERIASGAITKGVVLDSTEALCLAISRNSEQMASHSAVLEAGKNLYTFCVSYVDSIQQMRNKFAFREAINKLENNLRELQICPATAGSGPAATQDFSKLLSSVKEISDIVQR
Target sequence (Q13671 whole entry, looked up): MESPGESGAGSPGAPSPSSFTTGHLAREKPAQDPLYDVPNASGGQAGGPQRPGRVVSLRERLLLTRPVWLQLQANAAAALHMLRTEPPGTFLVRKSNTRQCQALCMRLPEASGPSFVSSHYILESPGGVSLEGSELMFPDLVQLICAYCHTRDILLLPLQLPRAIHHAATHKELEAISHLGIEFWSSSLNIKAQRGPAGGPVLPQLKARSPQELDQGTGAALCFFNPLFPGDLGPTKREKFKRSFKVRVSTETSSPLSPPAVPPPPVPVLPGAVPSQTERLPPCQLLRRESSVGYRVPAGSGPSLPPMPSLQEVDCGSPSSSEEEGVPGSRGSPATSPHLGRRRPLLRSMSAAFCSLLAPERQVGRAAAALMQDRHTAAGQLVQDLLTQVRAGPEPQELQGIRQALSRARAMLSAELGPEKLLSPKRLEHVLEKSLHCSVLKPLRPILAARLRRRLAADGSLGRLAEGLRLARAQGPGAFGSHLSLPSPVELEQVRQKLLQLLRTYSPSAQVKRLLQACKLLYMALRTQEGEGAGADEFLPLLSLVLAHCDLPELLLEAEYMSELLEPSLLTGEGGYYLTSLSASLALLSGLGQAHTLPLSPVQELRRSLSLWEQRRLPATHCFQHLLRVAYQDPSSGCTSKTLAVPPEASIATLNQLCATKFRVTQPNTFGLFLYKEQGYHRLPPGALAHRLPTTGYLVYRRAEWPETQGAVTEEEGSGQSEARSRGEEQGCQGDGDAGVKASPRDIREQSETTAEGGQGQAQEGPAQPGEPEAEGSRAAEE
Neddylation inh: inhibitors of human cullin neddylation; P61081+Q13564; TR-FRET cullin neddylation, biochemical; calls only at 25 µM; actives 0.58% (n = 360,000); AID 651699; in the data active = inhibition above about 36%
Rpn11 inh: blocks the human proteasome subunit Rpn11; AID 588493; actives 0.59% (n = 360,000); calls only at 20 µM; human 26S proteasome, Ub4-pepOG fluorescence polarization; 20S core pre-blocked with epoxomicin;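 active = inhibition at 20 µM, scaled to each plate's controls, above about 33%, limit read from the data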
SKN-1 inh: inhibitors of C. elegans SKN-1; AID 624304; inhibition, % at 21.8 µM; C. elegans VP596 Pgst-4::GFP/RFP ratio, acrylamide-induced, 24 h; actives 0.49% (n = 360,000);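 active = interference check ratio from 0.5 to 1.5 plus GFP to RFP signal ratio inhibition reaching or exceeding a fixed threshold, cut at about 30% in these data, passing the limit was not always enough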; also: some compounds called inactive have numbers as strong as hits
MT1-MMP act inh: inhibitors of human MT1-MMP activation. AID 651647. actives 0.061% (n = 360,000). HT1080 RFP-PRO-GFP cells, GFP/RFP ratio fluorescence, overnight; percent of plate control window, DMSO zero. GFP/RFP ratio change, % at 20 µM;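 active = GFP/RFP ratio change of at least 30% with cell ATP level not reduced by more than half and red fluorescence within 50% of control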; also: strong numbers were not always called active
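Compound: 20 µM single dose, 1% DMSO / System: HT1080 RFP-PRO-GFP cells / Controls: DMSO and RFP-L50D-GFP cell wells / Read-out basis: GFP/RFP fluorescence ratio / Schedule: overnight compound exposure at 37 °C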
NadD inh: NadD (S. aureus) enzyme inhibition; AID 602399; actives 0.78% (n = 360,000); inhibition, % at 20 µM; purified NadD enzyme, colorimetric absorbance read-out; in the data active = inhibition above about 26%; also: some compounds past the cut are filed as inactive
FAS TE block: FAS thioesterase (human) inhibition | P49327 | recombinant FAS-TE, OMFH fluorogenic substrate, fluorescence endpoint | inhibition, % at 15 µM | actives 0.67% (n = 360,000);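 active = compounds whose normalised, plate-corrected inhibition of enzyme fluorescence in the single-dose primary screen is 50% or more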;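 also: 0% = DMSO with enzyme and 100% = substrate without enzyme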
CSN inh: blocks human CSN-mediated cullin deneddylation; Q92905; inhibition, % at 12.5 µM; Purified CSN, SCF-Nedd8-OG deneddylation, fluorescence polarization; actives 0.38% (n = 360,000);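 active = pattern-corrected inhibition above about 35%, with an unprinted fluorescence ratio check between 0.5 and 1.5, limit read from the data, passing the limit was not always enough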;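 also: 0% = enzyme with substrate and 100% = substrate without enzyme; some results filed as inactive read as strong as hits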
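Assay system: purified human Csn5 enzyme expressed in HEK293T cells; measure: % inhibition; also added: SCFSkp2-Nedd8OG substrate at 10 nM final; technique: fluorescence polarization; times: reaction 90 min, room temperature; medium: Tris buffer pH 7.5, NaCl, DTT, Tween-20, trehalose, ovalbumin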
MLLE-PAM2 inh: inhibitors of microRNA-mediated deadenylation, human PABP1 MLLE binding | AID 588489 | GST-MLLE / FITC-PAM2 fluorescence polarization | inhibition, % at 20 µM | actives 0.36% (n = 360,000) | P11940; in the data active = inhibition above about 35%, passing the limit was not always enough;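 also: plate controls were DMSO wells with GST-MLLE for no effect and wells lacking GST-MLLE protein for full effect; some results filed as inactive read as strong as hits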
An asterisk follows results filed as active; i = inactive; / = no result given. Only part of the results is shown (hit frequency here may not be typical).

SMILES	Rin1 Abl inh	Neddylation inh	Rpn11 inh	SKN-1 inh	MT1-MMP act inh	NadD inh	FAS TE block	CSN inh	MLLE-PAM2 inh
O=C(NCC1=C(c2cccc3ccccc23)C[C@@H]2CC[C@H]1N2Cc1ccco1)c1ccncc1	-4	i	i	3	6	1	-2	-1	4
COc1cc(CN2CC3CC(C2)c2cccc(=O)n2C3)cc(OC)c1OC (centres undefined)	-3	i	i	-1	3	2	-8	3	2
CCCC(C)C1(CC)C(=O)NC(=Nc2ccc(OC)cc2)NC1=O (centres undefined)	1	i	i	-5	0	-5	3	2	2
O=C1NCN(c2ccccc2)C12CCN(C(c1cc3ccccc3o1)c1nnnn1-c1ccc3c(c1)OCCO3)CC2 (centres undefined)	1	i	i	5	-3	20	74*	3	-2
O=C(Cc1cc(=O)oc2cc(O)ccc12)NN=Cc1ccc(N(CCCl)CCCl)cc1	1	/	/	3	-4	54*	-8	10	9
Nc1ccc(C2(c3ccc(N)cc3)CCCCC2)cc1	2	i	i	-2	2	-2	5	-1	-7
NP(=O)(OCCCc1ccccc1)Oc1ccccc1Cl (centres undefined)	2	i	i	-4	1	-9	-1	0	5
Clc1ccc2sc(C3CCNCC3)nc2c1	-1	i	i	-16	1	-1	-10	2	36
CCCCn1c(O)c(C(CC)=Nc2ccc(OC)cc2OC)c(=O)[nH]c1=O	1	i	i	17	4	3	5	-7	2
CCOC(=O)c1cc2cc(OC)ccc2n1C1CCN(Cc2ccccc2)CC1	/	/	/	10	2	1	19	2	/
CN(C(=O)COC(=O)c1cn(C)c2ccccc12)C1CCCCC1	-2	i	i	11	2	-6	0	3	-10
CC(=O)Nc1cccc([As](=O)(c2cccc(NC(C)=O)c2)c2cccc(NC(C)=O)c2)c1	-3	i	i	-15	/	-4	-6	0	-8
COc1ccc(-n2nc(C(=O)NCC(=O)N3CCC4(CC3)OCCO4)c3ccccc3c2=O)cc1Cl	0	i	i	-16	3	-5	4	1	-9
C[N+]1(C)CCOC(O)(c2ccc(-c3ccc(C4(O)C[N+](C)(C)CCO4)cc3)cc2)C1 (centres undefined)	0	i	i	-4	1	6	-2	2	-10
COc1ccc(OC)c(N2C(=O)NC(=O)/C(=C\c3ccc([N+](=O)[O-])s3)C2=O)c1	1	i	i	11	-1	14	0	6	18
COc1ccccc1N1CCN(CCc2ccccc2)CC1	-3	i	i	3	-1	5	0	-2	3
CN1CCN(c2ccc(S(C)(=O)=O)cc2[N+](=O)[O-])CC1	-2	i	i	10	0	3	-9	4	-1
COc1cc(CC(C)N)c(OC)cc1I (centres undefined)	-2	i	i	13	-1	-1	-5	-3	0
N#Cc1ccccc1Cn1cc(C(=O)c2cccs2)c2ccccc21	-2	i	i	1	-1	-8	32	0	-4
C[C@]12CCC3C(C1CCC2=O)[C@H](O)C[C@H]1C[C@@H](O)CC[C@]31C (some centres undefined)	-1	i	i	26	1	-1	-4	3	7
COc1ccc(CC(C)NCCC(c2ccccc2)c2ccccc2)cc1 (centres undefined)	3	i	i	-6	0	-3	-2	-4	-1
Cn1c(O)c(C=NC2CC3CCC2(C)C3(C)C)c(=O)[nH]c1=O (centres undefined)	4	i	i	7	4	3	-2	-1	8
C=CCn1c(O)c(C(CC)=NCc2ccc3c(c2)OCO3)c(=O)[nH]c1=O	-1	i	i	10	6	-4	2	5	1
COc1ccc2c(c1)C1OCCNC1CC2 (centres undefined)	2	i	i	-3	4	-3	-4	4	-10
O=C(CN1CCN(c2ccccc2F)CC1)Nc1cccnc1Cl	1	i	i	7	-1	5	-2	0	2

New compounds follow
SMILES	Rin1 Abl inh	Neddylation inh	Rpn11 inh	SKN-1 inh	MT1-MMP act inh	NadD inh	FAS TE block	CSN inh	MLLE-PAM2 inh
C[N+](C)(C)CC#CCOC(=O)Nc1cccc(Cl)c1	-3	i	i	-15	0	-1	-2	-4	-36
CCC(=NCCC(c1ccccc1)c1ccccc1)c1c(O)n(C)c(=O)n(C)c1=O	0	i	i	2	0	-3	40	-21	9
OC1/C(=C/c2ccccc2F)N2CCC1CC2 (centres undefined)	1	i	i	-8	-2	-8	-7	1	-1
O=C(O)COc1cc(Cl)c(Cl)cc1Cl	-1	i	i	3	1	-1	0	-4	-6
CCC(=O)OC(Cc1ccccc1)(c1ccccc1)[C@H](C)CN(C)C (some centres undefined)	1	i	i	-2	-2	-1	6	9	-7
CCCCN1C(=O)NC(=O)/C(=C/c2cnc(SC)nc2)C1=O	-1	i	i	-3	0	-3	-2	0	21
O=C1NC(=O)C(=Cc2ccc(Sc3ccccc3)o2)C(=O)N1	-3	i	i	4	3	16	-1	1	14
CC1CCC(N(C)C2CCN(C)CC2)CC1 (centres undefined)	-1	i	i	0	2	4	-2	-1	6
CCCCN1CCC(C#N)(Nc2ccccc2)CC1	-5	i	i	-3	4	-2	-7	-2	15
Cc1ccc(-c2nc3ccccc3c(=O)n2-c2nccs2)cc1	2	i	i	-3	10	7	-7	-2	5
COc1cc(C(=O)NC(=S)N2C[C@H]3C[C@H](C2)c2cccc(=O)n2C3)cc(OC)c1OC	5	i	i	-1	4	-2	-5	2	14
Cc1nc2ccccc2c(=O)n1-c1ccc(Cl)cc1Cl	-1	i	i	-2	1	-3	1	5	-13
COC(=O)C1=C(c2ccc(F)cc2OCc2ccccc2)C[C@@H]2CC[C@H]1N2C(=O)N1CCC(O)(c2ccc(Cl)cc2)CC1	6	i	i	-1	-3	10	18	2	11
CCOC(=O)c1c(C)n(CCN2CCN(C)CC2)c2ccc(OC)cc12	-5	i	i	13	3	-2	-5	-5	-10
CCCCn1nnnc1C(c1ccccc1)N1CCC2(CC1)C(=O)NCN2c1ccccc1 (centres undefined)	1	i	i	8	5	-2	8	6	2
CN(C)CCN(CC1CCCN(Cc2ccccc2F)C1)C(=O)Cc1c(F)cccc1F (centres undefined)	-1	i	i	18	2	0	0	1	-9
COc1cc2c(c(OC)c1)C(=O)OC(C)CCCC(=O)CCCCC2 (centres undefined)	1	i	i	17	-3	2	2	3	-1
COc1ccc(-n2c(=S)[nH]c3ccc(C)cc3c2=O)cc1	2	i	i	5	9	9	-4	0	-25
CCOC(=O)c1c(/N=C/C2C(=O)NC(=O)NC2=O)sc2c1CCC2	4	i	/	13	-6	10	-16	32	-62
CC(=O)C1C(=O)NC23CCCCC2C1c1ccccc1O3 (centres undefined)	-1	i	i	6	-5	-7	1	-4	-3
CCN1CCN(c2ccc([N+](=O)[O-])cc2C(=O)OC)CC1	4	i	i	4	0	-1	-1	-9	-12
c1ccc(CCn2nnnc2CN2CCC(n3nnc4ccccc43)CC2)cc1	-1	i	i	-4	-6	-7	17	1	1
COC(=O)C1=C(c2ccc(S(C)(=O)=O)cc2)C[C@@H]2CC[C@H]1N2C(=O)N1CCC(C)CC1	0	i	i	-7	0	0	-7	4	8
Fc1ccc(Cn2nnnc2C(c2ccc(Cl)cc2)N2CC=C(c3ccc(F)cc3)CC2)cc1 (centres undefined)	6	i	i	5	-9	3	36	4	-11
CC(C)(C)n1nnnc1C(c1cccs1)N1CCC2(CC1)C(=O)NCN2c1ccccc1 (centres undefined)	5	i	i	-1	3	-1	3	-1	14

Profiles, quoted from the list. Values in the order: Rin1 Abl inh, Neddylation inh, Rpn11 inh, SKN-1 inh, MT1-MMP act inh, NadD inh, FAS TE block, CSN inh, MLLE-PAM2 inh
COc1ccc(-n2c(=S)[nH]c3ccc(C)cc3c2=O)cc1 across the screens: 2, i, i, 5, 9, 9, -4, 0, -25
COC(=O)C1=C(c2ccc(F)cc2OCc2ccccc2)C[C@@H]2CC[C@H]1N2C(=O)N1CCC(O)(c2ccc(Cl)cc2)CC1 across the screens: 6, i, i, -1, -3, 10, 18, 2, 11

Exported with each value named: part of the list above.
CC(C)(C)n1nnnc1C(c1cccs1)N1CCC2(CC1)C(=O)NCN2c1ccccc1 (centres undefined)
  Rin1 Abl inh: 5; Neddylation inh: i; Rpn11 inh: i; SKN-1 inh: -1; MT1-MMP act inh: 3; NadD inh: -1; FAS TE block: 3; CSN inh: -1; MLLE-PAM2 inh: 14

COc1cc2c(c(OC)c1)C(=O)OC(C)CCCC(=O)CCCCC2 (centres undefined)
  Rin1 Abl inh: 1; Neddylation inh: i; Rpn11 inh: i; SKN-1 inh: 17; MT1-MMP act inh: -3; NadD inh: 2; FAS TE block: 2; CSN inh: 3; MLLE-PAM2 inh: -1

COC(=O)C1=C(c2ccc(S(C)(=O)=O)cc2)C[C@@H]2CC[C@H]1N2C(=O)N1CCC(C)CC1
  Rin1 Abl inh: 0; Neddylation inh: i; Rpn11 inh: i; SKN-1 inh: -7; MT1-MMP act inh: 0; NadD inh: 0; FAS TE block: -7; CSN inh: 4; MLLE-PAM2 inh: 8

CCCCN1C(=O)NC(=O)/C(=C/c2cnc(SC)nc2)C1=O
  Rin1 Abl inh: -1; Neddylation inh: i; Rpn11 inh: i; SKN-1 inh: -3; MT1-MMP act inh: 0; NadD inh: -3; FAS TE block: -2; CSN inh: 0; MLLE-PAM2 inh: 21

Following part.
SMILES	Rin1 Abl inh	Neddylation inh	Rpn11 inh	SKN-1 inh	MT1-MMP act inh	NadD inh	FAS TE block	CSN inh	MLLE-PAM2 inh
COc1ccc(Cn2c(O)c(C=NCCN3CCOCC3)c(=O)[nH]c2=O)cc1	-2	i	i	-11	2	1	-9	-1	-5
CN1[C@@H]2CC[C@H]1CC(OC(=O)C1C=Nc3ccccc31)C2 (some centres undefined)	0	i	i	-8	-2	7	0	4	3
CCCCCn1c(=O)c(C(=O)NCc2ccc(Cl)cc2)c(O)c2ccccc21	-1	i	i	13	-6	9	20	8	-60
CC(=O)N1N=C(c2cccnc2)CC1c1ccccc1O (centres undefined)	0	i	i	6	6	0	-2	2	-11
O=c1ccc2cc3ccoc3c(O)c2o1	0	i	i	11	5	5	1	7	11
Cc1ccc(S(=O)(=O)N[C@@H](CCCCN)C(=O)CCl)cc1	-2	i	i	7	-1	4	-4	-4	29
CN(C)C(=O)Oc1ccc(Br)c2ccccc12	-17	i	i	18	-5	-4	0	-3	10
Cc1ccc(C)c(Cn2c(C(=O)O)c(C=O)c3ccccc32)c1	3	i	/	0	-117	-4	-35	116	-122
CCOC(=O)c1ccc(NC(=O)N2C[C@@H]3C[C@@H](C2)c2cccc(=O)n2C3)cc1	3	i	i	-5	-2	5	-3	-1	7
COc1nc(NCC2CCCO2)nc(N2CC3CC(C2)c2cccc(=O)n2C3)n1 (centres undefined)	-4	i	i	5	1	-4	-4	-1	5

Just MLLE-PAM2 inh, NadD inh and Neddylation inh (7 entries from above):
Structure | MLLE-PAM2 inh | NadD inh | Neddylation inh
COc1ccc(Cn2c(O)c(C=NCCN3CCOCC3)c(=O)[nH]c2=O)cc1 | -5 | 1 | i
COc1nc(NCC2CCCO2)nc(N2CC3CC(C2)c2cccc(=O)n2C3)n1 (centres undefined) | 5 | -4 | i
CCOC(=O)c1ccc(NC(=O)N2C[C@@H]3C[C@@H](C2)c2cccc(=O)n2C3)cc1 | 7 | 5 | i
CCCCCn1c(=O)c(C(=O)NCc2ccc(Cl)cc2)c(O)c2ccccc21 | -60 | 9 | i
Cc1ccc(S(=O)(=O)N[C@@H](CCCCN)C(=O)CCl)cc1 | 29 | 4 | i
CN1[C@@H]2CC[C@H]1CC(OC(=O)C1C=Nc3ccccc31)C2 (some centres undefined) | 3 | 7 | i
CN(C)C(=O)Oc1ccc(Br)c2ccccc12 | 10 | -4 | i
